NOD2-RIPK2 inh – NOD2-RIPK2 binding disruptors in cells, primary screen, fluorescence, CHO cells, BLA complementation; Receptor-interacting serine/threonine-protein kinase 2 (Homo sapiens), O43353; CCF4 ratio; inhibition, % at 4.98 µM; 360,000 tested, 0.38% active; AID 624267, 2012; in the data active means inhibition above about 21%;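 further: 0% = vehicle only and 100% = reference blocker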
TROY NFkB inh – inhibitors of TROY-driven NF-kB signaling, primary screen, Q293 LMP1-TROYcd cells, NF-kB luciferase, uHTS; Q293 LMP1-TROYcd NF-kB luciferase reporter, 4 h; AID 1347056, 2019; inhibition, % at 10 µM; 360,000 tested, 0.98% active;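 active means compounds whose plate-normalised and pattern-corrected inhibition of the luciferase reporter signal at the single screening dose is 50% or more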
NR2F2 inh – NR2F2 transcriptional activity inhibitors, primary screen, cell-based, luciferase reporter, HEK293T, luminescence; COUP transcription factor 2 (Homo sapiens), P24468; HEK293T NGFI-A luciferase reporter; inhibition, % at 8.6 µM; 370,000 tested, 0.7% active; AID 686940, 2013;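 active means inhibition above a per-plate cutoff, mean inhibition of test wells between control levels plus 3 SD, cut at about 38% in these data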;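 further: cells cotransfected with COUP-TFII expression vector driving the NGFI-A reporter; 0% = median of COUP-TF2 test wells and 100% = reporter-only cells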
Target sequence (P24468 whole entry, looked up): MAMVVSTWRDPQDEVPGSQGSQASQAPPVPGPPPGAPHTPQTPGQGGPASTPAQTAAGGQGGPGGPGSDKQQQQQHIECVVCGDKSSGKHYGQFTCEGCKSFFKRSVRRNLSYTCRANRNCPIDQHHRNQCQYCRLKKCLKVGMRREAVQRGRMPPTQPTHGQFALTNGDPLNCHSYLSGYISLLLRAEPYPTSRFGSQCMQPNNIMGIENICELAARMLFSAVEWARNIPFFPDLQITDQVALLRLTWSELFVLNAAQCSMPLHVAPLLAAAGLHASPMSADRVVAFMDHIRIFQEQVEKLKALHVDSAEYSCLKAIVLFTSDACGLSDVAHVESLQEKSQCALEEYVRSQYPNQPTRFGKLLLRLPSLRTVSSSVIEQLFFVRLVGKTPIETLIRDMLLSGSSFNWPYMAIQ
NCOA3 inh – SRC3 coactivator transcriptional activity inhibitors, primary screen, cell-based, luminescence; Nuclear receptor coactivator 3 (Homo sapiens), Q9Y6Q9; HEK293 GAL4-SRC3 luciferase reporter; inhibition, % at 3.6 µM; 360,000 tested, 0.17% active;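 active means inhibition above a per-campaign cutoff, the mean of all compounds plus 3 SD, cut at about 60% in these data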;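 further: 0% = DMSO-treated cells and 100% = gossypol-treated cells at 36 µM; higher means less SRC3-driven luciferase light from the GAL4 reporter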
TLR9-MyD88 block – inhibitors of TLR9-MyD88 association in cells, primary screen, cell-based, CHO, BLA complementation, fluorescence; AID 504734, 2011; CCF4 FRET ratio; Toll-like receptor 9 (Homo sapiens) + Myeloid differentiation primary response protein …; 340,000 tested, 0.21% active; inhibition, % at 4.98 µM;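 active means inhibition above the mean over all tested compounds plus 3 SD, cut at about 21% in these data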;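 further: 0% = DMSO only wells and 100% = clavulanate BLA inhibitor control wells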
LRH-1 inv ag – LRH-1 (NR5A2) inverse agonists, primary screen, cell-based, luminescence, HEK293T, StAR-luciferase reporter; 360,000 tested, 0.13% active; Nuclear receptor subfamily 5 group A member 2 (Homo sapiens), O00482; inhibition, % at 3.6 µM; LRH-1 transfected, 24 h;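 active means inhibition above the mean inhibition of all tested compounds plus 3 SD, cut at about 73% in these data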;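 further: 0% = DMSO wells and 100% = reporter-only cells lacking LRH-1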
Target sequence (O00482 whole entry, looked up): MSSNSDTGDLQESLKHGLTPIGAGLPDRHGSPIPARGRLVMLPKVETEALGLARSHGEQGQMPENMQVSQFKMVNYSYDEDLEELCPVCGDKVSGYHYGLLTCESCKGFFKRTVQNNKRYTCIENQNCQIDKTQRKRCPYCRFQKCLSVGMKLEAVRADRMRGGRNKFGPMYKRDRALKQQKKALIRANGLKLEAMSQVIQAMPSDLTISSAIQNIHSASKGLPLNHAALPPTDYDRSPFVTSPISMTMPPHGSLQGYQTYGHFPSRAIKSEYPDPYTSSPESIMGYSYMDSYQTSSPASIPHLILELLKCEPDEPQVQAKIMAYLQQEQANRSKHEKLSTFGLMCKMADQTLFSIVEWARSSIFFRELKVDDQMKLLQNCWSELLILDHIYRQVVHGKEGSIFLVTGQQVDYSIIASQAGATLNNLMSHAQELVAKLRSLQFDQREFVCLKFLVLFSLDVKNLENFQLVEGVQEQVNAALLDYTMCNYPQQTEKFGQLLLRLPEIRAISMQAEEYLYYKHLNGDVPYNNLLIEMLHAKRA
SRC2 inh – inhibition of GAL4-SRC2 driven luciferase reporter, primary screen, SRC2 inhibitor project, cell-based, luminescence; Nuclear receptor coactivator 2 (Homo sapiens), Q15596; HEK293 GAL4-SRC2 luciferase reporter; inhibition, % at 9 µM; 370,000 tested, 0.17% active; AID 651957, 2012;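 active means inhibition above the mean inhibition of all tested compounds plus 3 SD, set per campaign, cut at about 52% in these data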;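 further: 0% = DMSO treated cells and 100% = cells given Gossypol at 36 µM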
EBV LMP1 NFkB – EBV LMP1-driven NF-kappaB luciferase reporter inhibitors, primary screen, cell-based, luminescence, single point; LMP1-induced NF-kappaB luciferase reporter cells; inhibition, % at 12.5 µM; 350,000 tested, 0.69% active; AID 504558, 2011; in the data active means inhibition above about 41%;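 further: 0% = neutral control wells and 100% = reference inhibitor control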
C8 TRAIL sens – viability loss with TRAIL in NB7+C8 cells, primary screen, TRAIL sensitizer project, cell-based, ATPlite luminescence | inhibition (viability loss, TRAIL sensitization), % at 10 µM | 360,000 tested, 1% active | AID 624354, 2012;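 active means compounds causing at least 50% loss of cell viability in the single-dose screen, relative to plate controls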
TWEAK-Fn14 inh – inhibitors of TWEAK-Fn14 signaling, primary screen, luciferase reporter cells, uHTS. inhibition, % at 10 µM. TWEAK-stimulated Fn14 reporter cells, luciferase luminescence, 8 h. 360,000 tested, 2% active; in the data active means inhibition above about 50%
NCOA1 inh – SRC1 coactivator transcriptional activity inhibitors, primary screen, cell-based, luminescence; HEK293 GAL4-SRC1 luciferase reporter; 360,000 tested, 0.12% active; inhibition, % at 3.6 µM; Nuclear receptor coactivator 1 (Homo sapiens), Q15788;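 active means inhibition above the campaign mean plus 3 SD, with each screening campaign given its own cutoff, cut at about 60% in these data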;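 further: 0% = DMSO treated cells and 100% = gossypol at 36 µM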
The depositor's hits bear a star. Some of the compounds tested; rates above refer to the full screens.

Preview (3 entries):
Screening Cc1cc(C)c(S(=O)(=O)NNC(=O)C2CCN(Cc3ccccc3)CC2)c(C)c1 returned NOD2-RIPK2 inh -12, TROY NFkB inh 0, NR2F2 inh 5, NCOA3 inh -17, TLR9-MyD88 block 1, LRH-1 inv ag 11, SRC2 inh -2, EBV LMP1 NFkB 8, C8 TRAIL sens -3, TWEAK-Fn14 inh 0 and NCOA1 inh -9.
Screening CCCCCn1cnc2sc(-c3ccccc3)cc2c1=O returned NOD2-RIPK2 inh -13, TROY NFkB inh 9, NR2F2 inh -29, NCOA3 inh -68, TLR9-MyD88 block -8, LRH-1 inv ag -69, SRC2 inh -41, EBV LMP1 NFkB -33, C8 TRAIL sens 9, TWEAK-Fn14 inh -1 and NCOA1 inh -80.
Screening COc1ccc(S(=O)(=O)Nc2cccc(-c3ccc4nncn4n3)c2)cc1F returned NOD2-RIPK2 inh -12, TROY NFkB inh 11, NR2F2 inh -7, NCOA3 inh 23, TLR9-MyD88 block 4, LRH-1 inv ag 33, SRC2 inh -28, EBV LMP1 NFkB 6, C8 TRAIL sens -8, TWEAK-Fn14 inh 2 and NCOA1 inh 7.

Results (from the top)
Screening Cc1cc(C)c(S(=O)(=O)NNC(=O)C2CCN(Cc3ccccc3)CC2)c(C)c1 returned NOD2-RIPK2 inh -12, TROY NFkB inh 0, NR2F2 inh 5, NCOA3 inh -17, TLR9-MyD88 block 1, LRH-1 inv ag 11, SRC2 inh -2, EBV LMP1 NFkB 8, C8 TRAIL sens -3, TWEAK-Fn14 inh 0 and NCOA1 inh -9.
Screening CCCCCn1cnc2sc(-c3ccccc3)cc2c1=O returned NOD2-RIPK2 inh -13, TROY NFkB inh 9, NR2F2 inh -29, NCOA3 inh -68, TLR9-MyD88 block -8, LRH-1 inv ag -69, SRC2 inh -41, EBV LMP1 NFkB -33, C8 TRAIL sens 9, TWEAK-Fn14 inh -1 and NCOA1 inh -80.
Screening COc1ccc(S(=O)(=O)Nc2cccc(-c3ccc4nncn4n3)c2)cc1F returned NOD2-RIPK2 inh -12, TROY NFkB inh 11, NR2F2 inh -7, NCOA3 inh 23, TLR9-MyD88 block 4, LRH-1 inv ag 33, SRC2 inh -28, EBV LMP1 NFkB 6, C8 TRAIL sens -8, TWEAK-Fn14 inh 2 and NCOA1 inh 7.
`Cc1ccccc1-n1c(SCC(=O)Nc2ccc3c(c2)OCO3)nnc1-c1ccccn1` gave NOD2-RIPK2 inh 7, TROY NFkB inh -2, NR2F2 inh 14, NCOA3 inh 9, TLR9-MyD88 block 2, LRH-1 inv ag 21, SRC2 inh 1, EBV LMP1 NFkB -8, C8 TRAIL sens 23, TWEAK-Fn14 inh 11 and NCOA1 inh -9.
Screening CC1Oc2ccccc2C=C1/C=C1/SC(N2CCOCC2)=NC1=O (stereo unspecified) returned NOD2-RIPK2 inh -8, TROY NFkB inh -19, NR2F2 inh -12, NCOA3 inh -36, TLR9-MyD88 block 8, LRH-1 inv ag 11, SRC2 inh -32, EBV LMP1 NFkB -10, C8 TRAIL sens 2, TWEAK-Fn14 inh 2 and NCOA1 inh -33.
CN(C)CCNC(=O)c1cc(Br)ccc1Cl was read as NOD2-RIPK2 inh -1, TROY NFkB inh -1, NR2F2 inh -6, NCOA3 inh 2, TLR9-MyD88 block -11, LRH-1 inv ag -19, SRC2 inh 15, EBV LMP1 NFkB 1, C8 TRAIL sens -7, TWEAK-Fn14 inh -11 and NCOA1 inh 5.
Screening COc1ccc(NC(=O)c2ccc3nccnc3c2)cc1 returned NOD2-RIPK2 inh 1, NR2F2 inh -19, NCOA3 inh -67, TLR9-MyD88 block -6, LRH-1 inv ag -123, SRC2 inh -30, EBV LMP1 NFkB -25, C8 TRAIL sens 18, TWEAK-Fn14 inh 34 and NCOA1 inh -66.
For Cc1ccc(C2=NC3(CCCCC3)N=C2SCC(=O)Nc2ccc3c(c2)OCCO3)cc1 the results were NOD2-RIPK2 inh -1, TROY NFkB inh 0, NR2F2 inh 6, NCOA3 inh 11, TLR9-MyD88 block -9, LRH-1 inv ag 3, SRC2 inh 2, EBV LMP1 NFkB -10, C8 TRAIL sens 9, TWEAK-Fn14 inh -3 and NCOA1 inh -4.
Screening O=C(N/N=C/C(Cl)=C/c1ccccc1)c1ccccn1 returned NOD2-RIPK2 inh 1, TROY NFkB inh -45, NR2F2 inh -44, NCOA3 inh -74, TLR9-MyD88 block 5, LRH-1 inv ag -98, SRC2 inh -90, EBV LMP1 NFkB -15, C8 TRAIL sens 56*, TWEAK-Fn14 inh -2 and NCOA1 inh -84.
For Nc1nc2n[nH]nc2c(=O)[nH]1 the results were NOD2-RIPK2 inh 5, TROY NFkB inh -7, NR2F2 inh -8, NCOA3 inh 30, TLR9-MyD88 block 5, LRH-1 inv ag 1, SRC2 inh 26, EBV LMP1 NFkB -16, C8 TRAIL sens 28, TWEAK-Fn14 inh 3 and NCOA1 inh 13.
Screening COc1ccc(-n2cnc3sccc3c2=O)cc1 returned NOD2-RIPK2 inh 2, TROY NFkB inh -11, NR2F2 inh -4, NCOA3 inh 1, TLR9-MyD88 block -12, LRH-1 inv ag -10, SRC2 inh -53, EBV LMP1 NFkB 0, C8 TRAIL sens 0, TWEAK-Fn14 inh 10 and NCOA1 inh -13.
`O=C(O)c1ccccc1C(=O)N1CCN(c2cccc(Cl)c2)CC1` gave NOD2-RIPK2 inh 12, TROY NFkB inh 3, NR2F2 inh -3, NCOA3 inh -17, TLR9-MyD88 block 7, LRH-1 inv ag 20, SRC2 inh -33, EBV LMP1 NFkB -9, C8 TRAIL sens 7, TWEAK-Fn14 inh -21 and NCOA1 inh 7.
Cc1onc(-c2c(F)cccc2Cl)c1C(=O)N=C(N)N1CC(C)OC(C)C1 (stereo unspecified) was read as NOD2-RIPK2 inh -11, TROY NFkB inh 2, NR2F2 inh 15, NCOA3 inh 15, TLR9-MyD88 block -5, LRH-1 inv ag 2, SRC2 inh -5, EBV LMP1 NFkB 2, C8 TRAIL sens -1, TWEAK-Fn14 inh -8 and NCOA1 inh -34.
Screening Cc1ccc(C)c(S(=O)(=O)NC2CCSC2=O)c1 (stereo unspecified) returned NOD2-RIPK2 inh -3, TROY NFkB inh -4, NR2F2 inh -1, NCOA3 inh -11, TLR9-MyD88 block -2, LRH-1 inv ag 12, SRC2 inh -13, EBV LMP1 NFkB 0, C8 TRAIL sens 11, TWEAK-Fn14 inh 6 and NCOA1 inh 0.
For Cc1ccc(C)c(N(CC(=O)NC2CCCC2)C(=O)CCC(=O)Nc2cc(C)on2)c1 the results were NOD2-RIPK2 inh -9, TROY NFkB inh 8, NR2F2 inh -9, NCOA3 inh -11, TLR9-MyD88 block 3, LRH-1 inv ag 9, SRC2 inh -7, EBV LMP1 NFkB 0, C8 TRAIL sens -20, TWEAK-Fn14 inh 4 and NCOA1 inh 8.
Cc1ccc(NC(=S)N2CCN(CCN3C(=O)c4cccc5cccc(c45)C3=O)CC2)cc1 was read as NOD2-RIPK2 inh 3, TROY NFkB inh -6, NR2F2 inh -18, NCOA3 inh -16, TLR9-MyD88 block -2, LRH-1 inv ag 8, SRC2 inh -7, EBV LMP1 NFkB -6, C8 TRAIL sens -3, TWEAK-Fn14 inh -39 and NCOA1 inh -11.
CC1=CC2=NC(=O)/C(=C/c3cccn3Cc3ccccc3)C(=N)N2O1 was read as NOD2-RIPK2 inh -7, TROY NFkB inh 12, NR2F2 inh -3, NCOA3 inh 5, TLR9-MyD88 block 3, LRH-1 inv ag -10, SRC2 inh -7, EBV LMP1 NFkB 4, C8 TRAIL sens -2, TWEAK-Fn14 inh 2 and NCOA1 inh -10.
For Cc1ccc([C@H]2C(C(=O)O)=CC[C@@H](c3cccc(C)c3)N2S(=O)(=O)c2ccc(C)cc2)cc1 the results were NOD2-RIPK2 inh 4, TROY NFkB inh 7, NR2F2 inh 2, NCOA3 inh -31, TLR9-MyD88 block -1, LRH-1 inv ag 2, SRC2 inh 25, EBV LMP1 NFkB 0, C8 TRAIL sens -1, TWEAK-Fn14 inh 21 and NCOA1 inh 2.
Screening COc1ccccc1NC(=S)NC1CCCCCC1 returned NOD2-RIPK2 inh -11, TROY NFkB inh -5, NR2F2 inh 8, NCOA3 inh 18, TLR9-MyD88 block -5, LRH-1 inv ag 13, SRC2 inh 1, EBV LMP1 NFkB -4, C8 TRAIL sens 12, TWEAK-Fn14 inh -11 and NCOA1 inh -2.
Screening Cc1cc2nc(-c3ccc(SCC(=O)N4CCN(C(=O)c5ccco5)CC4)nc3)[nH]c2cc1C returned NOD2-RIPK2 inh -6, TROY NFkB inh 4, NR2F2 inh -15, NCOA3 inh -54, TLR9-MyD88 block 3, LRH-1 inv ag -76, SRC2 inh -38, EBV LMP1 NFkB 22, C8 TRAIL sens 74*, TWEAK-Fn14 inh 30 and NCOA1 inh -73.
For COc1cccc(OC)c1C(=O)Nc1ccc(Br)c(C(=O)c2ccccc2)c1 the results were NOD2-RIPK2 inh -13, TROY NFkB inh 21, NR2F2 inh -4, NCOA3 inh 29, TLR9-MyD88 block -4, LRH-1 inv ag 17, SRC2 inh 2, EBV LMP1 NFkB 1, C8 TRAIL sens 16, TWEAK-Fn14 inh 20 and NCOA1 inh -19.
COc1ccccc1CN1CCCCC1C(=O)O (stereo unspecified) was read as NOD2-RIPK2 inh 8, TROY NFkB inh -2, NR2F2 inh -14, NCOA3 inh 4, TLR9-MyD88 block -17, LRH-1 inv ag -5, SRC2 inh -39, EBV LMP1 NFkB 7, C8 TRAIL sens -4, TWEAK-Fn14 inh 13 and NCOA1 inh -21.
`C/C(=N\NC(=S)NC(C)C)c1ccco1` gave NOD2-RIPK2 inh 2, TROY NFkB inh 6, NR2F2 inh 11, NCOA3 inh -2, TLR9-MyD88 block -8, LRH-1 inv ag 9, SRC2 inh -11, EBV LMP1 NFkB 3, C8 TRAIL sens 7, TWEAK-Fn14 inh -14 and NCOA1 inh -17.
`NC(=O)c1ccc(-n2nnnc2SCC(=O)NC2CCCCC2)cc1` gave NOD2-RIPK2 inh -8, TROY NFkB inh 3, NR2F2 inh -5, NCOA3 inh -4, TLR9-MyD88 block -10, LRH-1 inv ag -2, SRC2 inh 3, EBV LMP1 NFkB 4, C8 TRAIL sens 0, TWEAK-Fn14 inh 15 and NCOA1 inh 7.
